Casp6 inh: blocks human caspase-6 cleavage activity | P55212 | purified caspase-6, Z-VEID-R110 cleavage fluorescence | inhibition, % at 12.5 µM | 350,000 compounds, 0.53% hits | AID 686996;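 active = mean inhibition across replicates at least about 35%, with every replicate also reaching that limit, limit read from the data; inconclusive = only one of the two criteria met; inactive = neither criterion met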;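 also: 0% = median of neutral control wells and 100% = no fluorescence left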
Target sequence (P55212 24-179 limits assumed): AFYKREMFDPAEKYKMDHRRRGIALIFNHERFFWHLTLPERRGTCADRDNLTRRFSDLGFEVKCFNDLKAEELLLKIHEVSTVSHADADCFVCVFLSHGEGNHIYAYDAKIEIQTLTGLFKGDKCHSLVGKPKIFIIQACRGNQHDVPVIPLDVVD
Target sequence (P55212 194-293 limits assumed): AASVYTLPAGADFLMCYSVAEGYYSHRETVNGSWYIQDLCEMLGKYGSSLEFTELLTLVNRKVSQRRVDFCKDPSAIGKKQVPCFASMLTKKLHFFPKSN
LGR2 inh: blocks bursicon-induced cAMP signaling via Drosophila LGR2. HEK293 LGR2, CRE-luciferase, bursicon-stimulated, 4 h. inhibition, % at 9.99 µM. 380,000 compounds, 0.35% hits. AID 720647;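 active = drop in luminescence signal, shown as inhibition above about 50% in the replicate tests, limit read from the data, passing the limit was not always enough; inconclusive = probably only some replicates passing the limit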;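 also: agonist challenge used bursicon conditioned medium at about half maximal strength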
ARNT TACC3 PPI: disruptors of human ARNT/TACC3 interaction. Q9Y6A5. AlphaScreen His-ARNT PAS-B/GST-TACC3 binding, luminescence; TACC3 fragment carries E629A point mutation. inhibition, % at 9.99 µM. 390,000 compounds, 0.66% hits;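 active = mean inhibition of replicates at least 50% and at least half of replicates each reaching 50%; inconclusive = half or more replicates reach 50% but mean below 50%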;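 also: 0% = complete ARNT plus TACC3 wells and 100% = ARNT alone without TACC3; many hits fall short of the cut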
EWS-Fli inh: blocks EWS/Fli oncoprotein-driven transcription; A673 NR0B1-luciferase reporter, viability-normalised; inhibition, % at 12.6 µM; 350,000 compounds, 0.67% hits;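 active = mean inhibition of at least 50% after viability correction, with every replicate also passing that limit; inconclusive = mean reaches 50% but only one of two replicates passes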;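 also: firefly luciferase signal divided by Alamar Blue viability fluorescence both relative to DMSO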
SIRT5 block: blocks human SIRT5 desuccinylation of peptide; Q9NXA8; Purified SirT5, succinyl-peptide AMC, trypsin-coupled fluorescence; inhibition, % at 15 µM; 330,000 compounds, 1.1% hits; in the data active = inhibition above about 15%; inconclusive = no clear call, values can overlap the other calls
Target sequence (Q9NXA8 whole entry, looked up): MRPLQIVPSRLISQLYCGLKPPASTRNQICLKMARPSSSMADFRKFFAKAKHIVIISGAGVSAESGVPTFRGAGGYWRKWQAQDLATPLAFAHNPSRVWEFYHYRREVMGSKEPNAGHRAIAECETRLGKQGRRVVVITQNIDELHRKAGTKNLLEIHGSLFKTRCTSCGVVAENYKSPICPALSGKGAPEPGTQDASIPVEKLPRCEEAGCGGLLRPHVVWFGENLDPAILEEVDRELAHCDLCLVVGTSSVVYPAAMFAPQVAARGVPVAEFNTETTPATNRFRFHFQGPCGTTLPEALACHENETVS
PAX8 inh HTS: lowers PAX8-driven luciferase in RMG-I cells; RMG-I TPO-luciferase reporter, SteadyGlo, 24 h; inhibition, % at 12.6 µM; 360,000 compounds, 1.2% hits; AID 652154;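 active = mean replicate inhibition at least 60% with every replicate also reaching 60%; inconclusive = only one of the two criteria is met; inactive = mean below 60% and not all replicates reaching 60%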;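 also: luciferase light reporting Pax8 driven TPO promoter activity; plate controls were median of neutral control wells for no effect and mitoxantrone controls for full effect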
DENV2 CPE: DENV2-induced cell death inhibition; DENV2-infected cells, cytopathic effect rescue, plate reader; AID 651640; 350,000 compounds, 1.7% hits; CPE inhibition, % at 9.99 µM; in the data active = CPE inhibition above about 20%, passing the limit was not always enough; inconclusive = no clear call, values can overlap the other calls; tested in BHK-21 cells;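 also: 0% = median of neutral control wells and 100% = median of positive control wells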
The depositor's hits bear a star; ? = inconclusive; · = no result given. The order is random; overall some 4.9% were active at least once.

#1 O=C1NC(=Nc2cccc(Cl)c2)SC1Cc1cccc(Cl)c1Cl (stereo not given)
#2 COc1ccccc1NC(=O)Nc1cccc(C)n1
#3 C/C(CC(=O)NCc1ccc(Cl)cc1)=N\NC(=O)COc1ccc(C)cc1Br
#4 CCOC(=O)NC(=O)/C(C#N)=C(/C)N(C)C
#5 C/C=C/c1cnc2c(c1)C(=O)N([C@@H](C)CO)C[C@@H](C)[C@H](CN(C)S(=O)(=O)c1cccs1)O2
#6 O=C(O)C1CCC(C(=O)O)O1 (stereo not given)
#7 COc1ccc(C(CCNCc2ccc(F)cc2)c2ccc(F)cc2)cc1 (stereo not given)
#8 CC(C)NC(=O)Nc1ccc2c(c1)C(=O)N([C@@H](C)CO)C[C@H](C)[C@@H](CN(C)C(=O)Nc1ccccc1)OCCCC[C@@H](C)O2
#9 Cc1ccc(O)c(N=Nc2nccs2)c1
#10 CC(=O)c1ccc(NC(=O)C2CCCN2S(=O)(=O)c2ccc(C)cc2)cc1 (stereo not given)

Compound | 1 | 2 | 3 | 4 | 5 | 6 | 7 | 8 | 9 | 10
LGR2 inh | -5 | 7 | -5 | 26 | -19 | 7 | 59* | 14 | 21 | 9
EWS-Fli inh | 5 | -27 | 23 | -6 | 1 | 2 | 7 | · | 12 | 7
ARNT TACC3 PPI | -7 | -6 | 10 | -8 | · | 2 | 1 | -2 | -14 | ·
PAX8 inh HTS | · | -37 | 5 | -131 | -2 | 1 | -2 | 1 | 28 | -18
SIRT5 block | 0 | -4 | -1 | 4 | 10 | -3 | -2 | -5 | -1 | 6
DENV2 CPE | 2 | ? | -14 | 4 | -11 | 10 | 7 | 7 | 5 | -3
Casp6 inh | -1 | 21 | 2 | -2 | -1 | 3 | -3 | -2 | 0 | 1

Brought forward from above: two entries; new compounds follow.
#9 Cc1ccc(O)c(N=Nc2nccs2)c1
#10 CC(=O)c1ccc(NC(=O)C2CCCN2S(=O)(=O)c2ccc(C)cc2)cc1 (stereo not given)
#11 CSC1=NSC2=NC(=O)/C(=C\c3ccc(OC(=O)c4ccco4)cc3)C(=N)N12
#12 COC(=O)c1ccc(N2C(=O)c3cc(N4CCOCC4)c([N+](=O)[O-])cc3C2=O)cc1
#13 COc1ccc(C(=O)N2CCCC(CO)(Cc3ccccc3C)C2)o1 (stereo not given)
#14 CCOC(=O)c1c(NC(=O)C2CC(Cl)=CCC2C(=O)O)sc2c1CC(C)(C)OC2 (stereo not given)
#15 O=C(CSc1ccccn1)N1CCCC(Nc2ccc(F)c(F)c2)C1 (stereo not given)
#16 COC1=CC(=O)OC(c2ccc(OC)cc2)C1 (stereo not given)
#17 CS(=O)(=O)N1[C@@H]2c3ccc(-c4cccc(F)c4)c(=O)n3C[C@H]1[C@H](CO)[C@H]2C(=O)N1CCCCC1
#18 CC1(C(=O)NS(=O)(=O)c2ccccc2C(F)(F)F)CCN1C(=O)c1cccc(F)c1 (stereo not given)
#19 C[C@@H]1CN([C@H](C)CO)S(=O)(=O)c2ccc(C#Cc3ccccc3)cc2O[C@@H]1CN(C)S(=O)(=O)c1ccccc1F
#20 C[C@@H]1CN([C@H](C)CO)C(=O)c2cc(NC(=O)Nc3cccc4ccccc34)ccc2O[C@@H]1CN(C)S(=O)(=O)c1cn(C)cn1

Compound | 9 | 10 | 11 | 12 | 13 | 14 | 15 | 16 | 17 | 18 | 19 | 20
LGR2 inh | 21 | 9 | -7 | -20 | -2 | 23 | 4 | -10 | -5 | -8 | 12 | 2
EWS-Fli inh | 12 | 7 | -10 | 6 | -17 | 1 | · | -13 | -2 | -5 | 16 | -3
ARNT TACC3 PPI | -14 | · | 0 | -6 | 0 | -4 | 9 | -3 | -3 | · | 9 | 0
PAX8 inh HTS | 28 | -18 | -85 | -6 | -19 | -13 | 12 | 11 | -9 | -10 | 21 | ·
SIRT5 block | -1 | 6 | 10 | -3 | -1 | -3 | 2 | · | -21 | 13 | -1 | 5
DENV2 CPE | 5 | -3 | 10 | -8 | -2 | -2 | -14 | 4 | 7 | 5 | -5 | 0
Casp6 inh | 0 | 1 | 24 | -4 | 2 | 43* | -3 | -2 | -2 | -2 | 0 | ·

#21 COC(=O)c1c(C)oc2c1cc(NS(=O)(=O)c1ccc(C(=O)O)cc1)c1ccccc12
#22 CC1CCN(C(=O)CN2C(=O)C(=O)N(C)C2=O)c2ccccc2S1 (stereo not given)
#23 Cc1ccc(S(=O)(=O)Nc2ccc3c(c2)C(=O)N([C@@H](C)CO)C[C@@H](C)[C@@H](CN(C)C(=O)C2CCCCC2)OCCCC[C@H](C)O3)cc1
#24 CN1CCCC(OC(=O)c2ccc(C(C)(C)C)cc2)C1 (stereo not given)
#25 Cc1ccc(SCCN2CCN(Cc3ccccc3)CC2)cc1
#26 Cc1c(C(=O)NCc2ccccc2C(F)(F)F)sc(=O)n1Cc1ccc(Cl)c(Cl)c1
#27 Cc1noc(C)c1NC(=O)N(C)C[C@H]1Oc2ncc(/C=C/c3ccccc3)cc2C(=O)N([C@H](C)CO)C[C@H]1C
#28 O=C(CNS(=O)(=O)c1ccc(F)c(Cl)c1)N1CCCCCC1
#29 COc1ccc(CN2CCNC(=O)C2CC(=O)N(C)Cc2nccn2C)cc1OC (stereo not given)
#30 C[C@H](CO)N1C[C@H](C)[C@H](CN(C)Cc2ccc(Oc3ccccc3)cc2)Oc2ccc(N(C)C)cc2CC1=O
#31 O=C(CCc1ccccc1Cl)NC1CCCN(c2ccc(C(F)(F)F)cn2)C1 (stereo not given)
#32 O=C(O)C[C@@H]1C=C[C@@H](NC(=O)Nc2ccccc2)[C@H](CO)O1
#33 COc1cccc(S(=O)(=O)Nc2ccc3c(c2)OC[C@@H](C)N(Cc2ccccc2F)C[C@H](C)[C@@H](OC)CN(C)C3=O)c1

Compound | 21 | 22 | 23 | 24 | 25 | 26 | 27 | 28 | 29 | 30 | 31 | 32 | 33
LGR2 inh | -9 | -2 | 3 | -18 | -1 | -1 | 1 | -7 | · | -3 | -25 | 5 | 11
EWS-Fli inh | -2 | -2 | -1 | 9 | 5 | -3 | -1 | -13 | -1 | 2 | -3 | 1 | 1
ARNT TACC3 PPI | 23 | · | -5 | -7 | 12 | · | 9 | -2 | -1 | 6 | 13 | -13 | -4
PAX8 inh HTS | 14 | -5 | -13 | 13 | 6 | 20 | 1 | -4 | -7 | 16 | 12 | -1 | 7
SIRT5 block | 2 | 3 | 3 | 0 | -3 | · | -12 | -1 | -1 | 5 | 0 | 1 | 11
DENV2 CPE | 18 | 1 | -6 | -2 | 9 | 6 | -8 | -15 | -4 | 2 | -7 | -3 | 4
Casp6 inh | 42* | -2 | -2 | 1 | -4 | -3 | 6 | 2 | -2 | -1 | -2 | 0 | ·

Entries shown so far containing a Cl atom, in the order listed:
#1 O=C1NC(=Nc2cccc(Cl)c2)SC1Cc1cccc(Cl)c1Cl (stereo not given)
#3 C/C(CC(=O)NCc1ccc(Cl)cc1)=N\NC(=O)COc1ccc(C)cc1Br
#14 CCOC(=O)c1c(NC(=O)C2CC(Cl)=CCC2C(=O)O)sc2c1CC(C)(C)OC2 (stereo not given)
#26 Cc1c(C(=O)NCc2ccccc2C(F)(F)F)sc(=O)n1Cc1ccc(Cl)c(Cl)c1
#28 O=C(CNS(=O)(=O)c1ccc(F)c(Cl)c1)N1CCCCCC1
#31 O=C(CCc1ccccc1Cl)NC1CCCN(c2ccc(C(F)(F)F)cn2)C1 (stereo not given)

Compound | 1 | 3 | 14 | 26 | 28 | 31
LGR2 inh | -5 | -5 | 23 | -1 | -7 | -25
EWS-Fli inh | 5 | 23 | 1 | -3 | -13 | -3
ARNT TACC3 PPI | -7 | 10 | -4 | · | -2 | 13
PAX8 inh HTS | · | 5 | -13 | 20 | -4 | 12
SIRT5 block | 0 | -1 | -3 | · | -1 | 0
DENV2 CPE | 2 | -14 | -2 | 6 | -15 | -7
Casp6 inh | -1 | 2 | 43* | -3 | 2 | -2
